High-throughput results as filed in PubChem.
Avidin bead fluor: avidin bead compound fluorescence profile; AID 1775; fluorescence (KMESF) at 10 µM; Avidin beads, compound fluorescence 488/530 nm, flow cytometry; hits give high values; actives 0.38% (n = 220,000); in the data active means fluorescence above about 47; further: inactives centre near 10
Mcl1 Bid PPI: Mcl-1/Bid interaction inhibition | inhibition, % at 21.7 µM | actives 0.97% (n = 220,000) | TR-FRET Mcl-1/Bid-Dy647 peptide binding, 1536-well | Q07820;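 active means compounds that cut the binding signal by more than half at the single screening dose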;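 further: His-tagged Mcl-1 with europium anti-His antibody binding Bid BH3 peptide; 0% = Mcl-1 plus peptide wells and 100% = peptide-only wells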
Target sequence (Q07820 whole entry, looked up): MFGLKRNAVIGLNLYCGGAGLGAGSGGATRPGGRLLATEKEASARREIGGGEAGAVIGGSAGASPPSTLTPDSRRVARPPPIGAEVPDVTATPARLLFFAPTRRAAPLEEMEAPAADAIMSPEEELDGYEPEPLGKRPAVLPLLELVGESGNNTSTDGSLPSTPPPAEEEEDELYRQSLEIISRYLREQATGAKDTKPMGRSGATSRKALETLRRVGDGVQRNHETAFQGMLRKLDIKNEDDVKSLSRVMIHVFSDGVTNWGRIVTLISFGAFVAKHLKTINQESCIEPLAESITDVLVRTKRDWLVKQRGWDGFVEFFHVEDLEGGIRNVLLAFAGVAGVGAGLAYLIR
Mcl1 Noxa PPI: Mcl-1/Noxa interaction inhibition. Q07820. TR-FRET Mcl-1/Noxa peptide binding, 2 h. inhibition, % at 21.7 µM. actives 1.5% (n = 220,000);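 active means compounds that cut the protein-peptide binding signal by more than 50% relative to plate controls in a single-dose test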;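 further: His-tagged Mcl-1 with rhodamine Noxa BH3 peptide and terbium anti-His antibody; 0% = Mcl-1 plus Noxa peptide wells and 100% = peptide-only wells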
Pf gamet viab: inhibitors of late stage P. falciparum gametocyte viability; AID 743093; actives 0.065% (n = 150,000); P. falciparum stage V gametocytes, ATP luminescence, 24 h; inhibition, % at 10.9 µM;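 active means inhibition above the mean plus 3 SD of compounds within the control limits, set per campaign, cut at about 38% in these data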;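 further: 0% = DMSO wells and 100% = medium only without gametocytes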
Active calls of the source: *. These rows are one share of the data. The share of hits here may be higher or lower than overall.

Start of the listing, in advance:
No.	SMILES	Avidin bead fluor	Mcl1 Bid PPI	Mcl1 Noxa PPI	Pf gamet viab
1	O=C(NC1CC1)C1=C[C@@H](c2ccc3c(c2)OCO3)C[C@@H](OCCCCO)O1	9	-50	-18	-16
2	CCOC(=O)CNC(=O)c1sc(NC(=O)/C=C/c2ccccc2)nc1C	9	-14	-4	7
3	COc1cccc(/C=N/NC(=O)c2cnn(-c3ccccc3)c2N)c1	6	-14	-10	4

This part in full, previewed entries included:
No.	SMILES	Avidin bead fluor	Mcl1 Bid PPI	Mcl1 Noxa PPI	Pf gamet viab
1	O=C(NC1CC1)C1=C[C@@H](c2ccc3c(c2)OCO3)C[C@@H](OCCCCO)O1	9	-50	-18	-16
2	CCOC(=O)CNC(=O)c1sc(NC(=O)/C=C/c2ccccc2)nc1C	9	-14	-4	7
3	COc1cccc(/C=N/NC(=O)c2cnn(-c3ccccc3)c2N)c1	6	-14	-10	4
4	CCNS(=O)(=O)c1ccc(NC(=O)Nc2cc(C)ccc2OC)cc1	5	-5	-6	-11
5	O=c1cc(-c2cccnc2)oc2c1ccc1ccccc12	29	-16	15	-12
6	Cc1cccc(C)c1NC(=S)N1CCOCC1	6	-22	2	-60
7	CCOC(=O)C1(Cc2ccc(OC)cc2)CCN(C(=O)C2CC(=O)N(C3CC3)C2)CC1 (stereo unspecified)	5	2	-17	10
8	O=C(CNc1n[nH]c(=O)[nH]c1=O)N/N=C/C1CC=CCC1 (stereo unspecified)	5	-19	23	1
9	O=C(Nc1csc([N+](=O)[O-])c1)Nc1ccccc1Cl	7	-40	9	4
10	S=c1[nH]nc(-c2ccc(Cl)cc2)n1/N=C/c1ccco1	6	-120	23	-1
11	CCOC(=O)c1oc2cc(OCC(=O)OC)ccc2c(=O)c1-c1ccc(OC)c(OC)c1	8	-14	4	10
12	CC(C)NC(=S)N/N=C/c1cccnc1	7	-59	-9	-10
13	C=CCN1C(=O)C(CC(=O)Nc2ccccc2F)S/C1=N\c1nccs1 (stereo unspecified)	10	-49	13	-12
14	NC(=O)NC(CC(=O)NCCc1ccc(S(N)(=O)=O)cc1)c1ccc(Cl)cc1 (stereo unspecified)	9	84*	3	3
15	O=c1[nH]c(CN2CCN(c3ncccn3)CC2)nc2c(Br)cc(Br)cc12	7	-41	-190	8
16	COc1cccc(C2(O)CCN(C(=O)C(C)C)CC2)c1	7	-10	31	-14
17	CN(C)C(=S)Nc1cccc(C(F)(F)F)c1	3	-18	8	7
18	CC(=O)Oc1ccc(/C=C2/CCc3ccccc3C2=O)cc1	6	-8	7	6
19	S=c1[nH]nc(-c2ccc(Cl)cc2)n1/N=C/c1cccs1	7	-59	12	-8
20	Cc1nnc(NC(=O)c2ccccc2NC(=O)c2ccccc2)s1	7	6	5	11

3 entries already listed, arranged by their value in Mcl1 Noxa PPI, low to high.
| entry | SMILES | Mcl1 Noxa PPI |
| --- | --- | --- |
| 7 | CCOC(=O)C1(Cc2ccc(OC)cc2)CCN(C(=O)C2CC(=O)N(C3CC3)C2)CC1 (stereo unspecified) | -17 |
| 14 | NC(=O)NC(CC(=O)NCCc1ccc(S(N)(=O)=O)cc1)c1ccc(Cl)cc1 (stereo unspecified) | 3 |
| 5 | O=c1cc(-c2cccnc2)oc2c1ccc1ccccc12 | 15 |

More compounds follow:
No.	SMILES	Avidin bead fluor	Mcl1 Bid PPI	Mcl1 Noxa PPI	Pf gamet viab
21	O=C(Nc1ccc(F)cc1F)N1CCCN(CCOc2ccccc2)CC1	7	-29	9	20
22	COc1ccc(N(C)C(=O)c2cc3c(s2)-c2ccccc2S(=O)(=O)C3)cc1	10	-35	4	-10
23	O=C(O)/C=C/C(=O)Nc1ccc(OC(F)(F)F)cc1Br	2	9	-2	-22
24	COc1ccc(C(=O)N/C(=C/c2cccs2)C(=O)NN)cc1OC	3	-12	12	-25
25	Cc1cc(C)c2c(c1)N[C@H](c1cccs1)[C@@H]1CCO[C@H]21	6	-129	19	11
26	COc1cccc2c1c(NC(=O)Nc1ccc(F)cc1F)nn2C	6	67*	5	19
27	CCOC(=O)c1cc(-c2csc(COc3ccc(Cl)cc3)n2)on1	7	4	18	-1
28	c1csc(-c2nc3ccccc3s2)c1	6	-11	12	5
29	NNC(=O)c1ccc(COCC(F)(F)C(F)F)cc1	6	-12	-10	10
30	COc1ccc2[nH]c(=O)c(CN(Cc3cccnc3)Cc3nnnn3CC3CCCO3)cc2c1 (stereo unspecified)	7	-37	-3	9
31	Oc1c(Cl)cc(Cl)cc1C1Nc2ccccc2-n2cccc21 (stereo unspecified)	6	-14	8	2
32	CCOC(=O)NC(=S)Nc1ccc(C(C)(C)C)cc1	8	-91	-1	-6
33	CCn1c(Cl)c(C=O)s/c1=N\S(=O)(=O)c1ccccc1	5	27	14	0
34	Cc1onc(-c2c(F)cccc2Cl)c1C(=O)c1ccccc1O	7	1	18	-3
35	Cc1onc(-c2c(Cl)cccc2Cl)c1C(=O)N=S(C)(=O)c1ccccc1 (stereo unspecified)	8	-9	15	-12
36	CC1Cc2cc(/C=C3/SC(=S)N(C)C3=O)ccc2O1 (stereo unspecified)	7	-19	-4	4
37	NC(=O)CC(NC(=O)c1ccc(Br)cc1)c1ccc(N2CCN(c3ccccn3)CC2)c([N+](=O)[O-])c1 (stereo unspecified)	9	-22	-10	-4
38	Nc1nnn(CC(=O)N/N=C/c2ccco2)n1	13	9	19	13
39	Cc1nc(C)c(C(=O)NNC(=O)Nc2ccc(Cl)cc2)s1	14	-19	-4	3
40	Cc1ccc(CN(C)C(=O)c2ccc3c(c2)NC(=O)CS3)o1	14	-55	20	8
41	Cc1ccc(NC(=O)[C@@H]2CCCN2S(=O)(=O)c2ccccc2F)cc1	14	-38	5	8
42	Cc1occc1C(=O)O/N=C(\N)c1ccc(Cl)cc1	8	-8	6	-1
43	O=S(=O)(Nc1ccc(N2CCCCC2)cc1)c1ccc(F)cc1	2	-49	-2	-27
44	CC(CCc1ccccc1)N(C)CC(O)c1cccc([N+](=O)[O-])c1 (stereo unspecified)	3	-10	5	-8
45	COCCNC(=O)c1ccc2c3n(nc2c1)-c1ccc(C)cc1CO3	27	-7	10	-6
46	Cn1nnc2c[n+](CC(=O)c3ccc4ccccc4c3)cc(Br)c21	8	-21	5	11
47	CC(C)(C)C(=O)O/N=C(\N)Cc1ccc(-c2csnn2)cc1	4	-11	-7	9
48	Cn1cccc1/C=N/NC(=O)CNc1ccc2ccccc2c1	8	-63	-7	-1
49	Cc1nc(S(=O)(=O)Nc2ccc3c(c2)OCCO3)cn1C	7	-8	-5	4
50	O=C(NCc1ccco1)/C(=C\C=C\c1ccccc1)NC(=O)c1ccco1	14	-10	-1	-3
51	COc1ccc2nccc(/C=C/c3ccnc4ccc(OC)cc34)c2c1	4	-1	29	-13
52	CN(C(=O)c1ccc2c(=O)n3c(nc2c1)CCCCC3)c1ccccc1Cl	7	-3	-3	12
53	COC(=O)CCC(=O)OC1(C)C(=O)C=C2C=C(C3CC3)N(CC3CC3)C=C2C1=O (stereo unspecified)	8	-136	7	-21
54	Nc1cc(S(=O)(=O)c2ccc(O)c(N)c2)ccc1O	7	-59	30	-2
55	CCCCN(Cc1cc2cccc(C)c2[nH]c1=O)S(C)(=O)=O	11	-14	9	4
56	COc1ccc(N2CCN(C(=O)C3CCCN(S(=O)(=O)c4c(C)noc4C)C3)CC2)cc1 (stereo unspecified)	8	-36	22	-17
57	COc1ccc(N2CCN(CC(=O)c3c[nH]c4ccccc34)CC2)cc1	3	-35	6	12
58	COc1ccc(-c2nc3n(c2C)Cc2ccccc2-3)cc1	13	-41	21	6
59	O=C(O)c1ccc(N/N=C/c2ccc(-c3ccc(Cl)cc3Cl)o2)cc1	7	48	108*	-24
60	N/C(=N\OC(=O)COc1ccc(Br)cc1)c1cccc([N+](=O)[O-])c1	6	-2	-8	-14
61	COC(=O)c1ccc(NC(=S)NN2CCCCC2c2cccnc2)cc1 (stereo unspecified)	6	0	10	-13
62	CC1(C)CC(=O)c2cnc(NC(=O)CSC(=S)N3CCCCC3)nc2C1	7	-30	-7	-1
63	Cc1[nH]c2ccccc2c1/C=C/c1nc2ccccc2c(=O)[nH]1	9	64*	74*	-8
64	COC(=O)CCCCCCCCC(O)C[N+]1(C)CCOCC1 (stereo unspecified)	17	-20	11	0
65	CCc1cc(-c2nc(N)ncc2-c2ccc(Br)cc2)c(O)cc1OC	6	-3	-13	13
66	NS(=O)(=O)c1ccc(NC(=O)COC(=O)COc2ccc(Br)cc2)cc1	3	-28	-3	-16
67	CCOc1ncccc1C(=O)Nc1ccccc1F	6	-12	-6	-15
68	NC(=O)c1ccsc1NC(=O)COC(=O)CCOc1ccccc1	3	-21	25	-11
69	O=S1(=O)CCC(NC(=S)Nc2ccc3ccccc3c2)C1 (stereo unspecified)	8	-27	20	-13
70	OC(C#CCCN1CCCCC1)(c1ccccc1)C1CCCCC1 (stereo unspecified)	7	-20	-26	-35
71	CCOc1cccc(C(=O)Nc2ccc3oc(-c4cccnc4)nc3c2)c1	8	38	-11	-7
72	COc1ccc(C2CC(c3cccs3)=NN2C(=O)c2ccco2)cc1OC (stereo unspecified)	7	-15	5	-24
73	COc1ccc(N2CC(C(=O)Nc3nc4ccccc4s3)CC2=O)cc1 (stereo unspecified)	6	-17	2	4
74	CCCCC[n+]1ccn(-c2nc3ccccc3nc2[N-]S(=O)(=O)c2ccccc2)c1	8	-34	28	-13
75	Cc1cccc(N2CN=C3SCC(=O)N3C2)c1	6	-29	16	10
76	CC1(C)CC2(CCO1)OC(=O)CC2C(=O)Nc1ccc(Cl)cc1[N+](=O)[O-] (stereo unspecified)	6	-11	8	2
77	Cc1ccc(C(C)C)c(OCC(=O)N/N=C/c2cccn2C)c1	7	-49	-10	16
78	Cc1ccc2cc(CCl)c(Cl)nc2c1	8	-61	-15	21
79	CCCCCCNC(=O)N1C/C=C\C(c2ccc(OC)cc2)N(Cc2ccc(F)cc2)C(=O)C1 (stereo unspecified)	7	-46	-5	-2
80	O=C(Nc1ccc(NC(=O)c2ccccc2O)cc1)Nc1ccc(F)cc1F	7	-3	15	8

The results go on:
No.	SMILES	Avidin bead fluor	Mcl1 Bid PPI	Mcl1 Noxa PPI	Pf gamet viab
81	Cc1cc(C)nc(Oc2ccc(Br)cc2)n1	10	-12	-9	0
82	O=C1CC(Cc2ccccc2)C(=O)N1c1ccccn1 (stereo unspecified)	7	-6	0	5
83	CCN1CCc2nc3ccccc3c(C(=O)Nc3ccc(F)cc3)c2C1	10	-13	13	-34
84	CCCN(CCC)C(=O)Nc1cc(Cl)ccc1OC	6	5	-6	10
85	Cc1cc(Cl)ccc1NC(=O)/C=N/O	8	-12	-4	1
86	Cc1cc(=O)oc(C)c1C(=O)Nc1cccc(F)c1	3	-23	-11	-12
87	Cc1ccc(C(=O)Nc2cccc(C(F)(F)F)c2)cc1Nc1ccccn1	9	-31	1	-8
88	CN(C)c1ccc(P(=O)(COc2ccc([N+](=O)[O-])cc2)c2ccc(N(C)C)cc2)cc1	5	-13	-11	-7
89	O=C1/C(=C/c2ccc(F)cc2)SC(=S)N1N1CCOCC1	8	-34	-6	5
90	Cc1ccc(-c2csc3ncnc(Nc4ccc(C(=O)O)cc4)c23)cc1	8	-12	31	3
91	CCCCCCOC(=O)c1ccc(N)cc1	9	-88	1	-1
92	CC(C)OP(=O)(c1ccc(N(C)C)cc1)C(O)c1cccnc1 (stereo unspecified)	8	-32	-1	20
93	O=C(c1cccs1)N1CCN=C1SCc1ccc(F)cc1	5	-13	-19	15
94	NC(=O)CSc1nnc(-c2cnccn2)n1Cc1ccco1	8	-15	-13	-1
95	COc1ccc(OC)c(NC(=O)N[C@H](Cc2ccccc2)C(=O)NN)c1	8	-25	-10	1
96	CC(N)(C(=O)O)c1cccc(OCc2cccc(Cl)c2)c1 (stereo unspecified)	14	-16	-2	7
97	CC[C@H](C)[C@H](NC(=O)c1ccccc1)C(=O)Nc1ccc(S(=O)(=O)Nc2cc(C)nc(C)n2)cc1	3	-8	16	11
98	CN(c1ccccc1)S(=O)(=O)c1ccc(C(=O)NCc2cccs2)cc1	9	-22	-29	-10
99	Cc1ccc(NC(=O)CSc2ncnc3ccccc23)cc1S(=O)(=O)N1CCOCC1	5	-19	24	0
100	CC(C)C12CN3CC(C(C)C)(CN(C1)C3c1ccc([N+](=O)[O-])o1)C2=O (stereo unspecified)	5	-13	8	14
101	Cc1ccc(/C=C2\SC(=S)N(c3cccnc3)C2=O)o1	7	-40	48	14
102	COc1ccccc1C1CCN(C(=O)c2cnn(-c3ccccc3)c2C)CC1	7	0	4	4
103	COc1ccc(NC(=O)CSc2nnc(-c3cccnc3)n2C)cc1	6	-12	14	0
104	NNC(=O)CSCc1nc(-c2ccc(Cl)cc2)cs1	5	-7	-9	-25
105	COc1ccc(-n2c(C)nc(N)c2C(=O)c2ccccc2)cc1	8	-114	15	-28
106	COC(=O)[C@@H]1C[C@H]2CC[C@H](O)C[C@H]2N1Cc1ccc(C)s1	18	-48	-13	28
107	O=[N+]([O-])C(/C=C(/Cl)[N+](=O)[O-])=C(N1CCCCC1)N1CCCCC1	5	-59	-4	2
108	OCC(O)CN1CCCC1 (stereo unspecified)	3	-3	13	0
109	O=C(NCC1CCN(S(=O)(=O)c2ccccc2)CC1)Nc1ccc(F)cc1F	6	-5	7	3
110	CCOC(=O)c1ccccc1NC(=O)CSc1nc(N)cc(=O)[nH]1	7	-20	9	6
